Bioassay records deposited in PubChem by National Center for Advancing Translational Sciences (NCATS).
Tau FP inhib = tau fibrillization inhibition (FP) | K18 P301L tau heparin fibrillization, Alexa594 FP, 6 h | Potency, µM (titrated, usually from 57.7 µM), without a hit: at the highest dose activity, negative = inhibition, actives largely listed as inhibitors | 0.39% of 280,000 active | AID 1468; also: nearly all actives have a fitted effect of over 55% in size
Target sequence (P10636 561-689 P618L limits assumed): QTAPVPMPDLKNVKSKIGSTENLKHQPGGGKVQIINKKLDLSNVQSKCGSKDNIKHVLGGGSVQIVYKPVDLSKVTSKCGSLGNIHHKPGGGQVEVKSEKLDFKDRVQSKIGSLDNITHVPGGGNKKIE
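Human tau K18 […] P301L fragment, 15 uM unlabeled plus 0.24 uM Alexa 594-labeled tau (final), with compound and 20 uM heparin in 100 mM sodium acetate pH 7; 6 hr at 37 C, then Alexa 594 FP read.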
GoLoco inh red = inhibitors of human Gai1-RGS12 GoLoco interaction (red fluorophore); Gai1:RGS12 GoLoco peptide FP, rhodamine, 10 min; Potency, µM (doses to about 61.6 µM), for the others: top-dose activity, negative = inhibition, actives largely listed as inhibitors; 0.44% of 230,000 active; AID 880; active = well fitted inhibition curve with a large enough effect, not every such curve was filed as active; inactive = no such curve, though single readings can be large or run the other way; also: nearly all actives have a fitted effect of over 30% in size; many of its hits are not listed in these tables
Target sequence (P63096 whole entry, looked up): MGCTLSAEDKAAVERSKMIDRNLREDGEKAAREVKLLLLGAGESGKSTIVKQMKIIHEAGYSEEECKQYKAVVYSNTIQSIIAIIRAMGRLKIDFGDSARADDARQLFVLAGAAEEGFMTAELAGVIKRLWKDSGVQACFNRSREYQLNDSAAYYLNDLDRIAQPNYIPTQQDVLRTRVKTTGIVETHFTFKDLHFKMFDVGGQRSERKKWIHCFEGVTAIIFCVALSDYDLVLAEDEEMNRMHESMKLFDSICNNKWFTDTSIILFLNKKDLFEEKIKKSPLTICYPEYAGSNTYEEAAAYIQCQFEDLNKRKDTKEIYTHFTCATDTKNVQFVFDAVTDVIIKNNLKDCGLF
Tau ThT inhib = tau fibrillization inhibition (ThT binding). recombinant tau K18 P301L (four-repeat tau fragment), heparin-induced fibrillization, ThT fluorescence. Potency, µM (titrated, usually from 57.4 µM), without a hit: top-dose activity, negative = inhibition, hits mostly inhibitors. 2.1% of 270,000 active; also: nearly all actives have a fitted effect of over 55% in size
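Tau K18 P301L fragment (15 uM unlabeled plus 0.24 uM Alexa 594-labeled) in 100 mM sodium acetate pH 7 with compound, fibrillization induced by 20 uM heparin for 6 hr at 37 C. Thioflavin T (30 uM) added, fluorescence read after 1 hr (ex 450, em 510 nm).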
RECQ1 inh = inhibitors of human RECQ1 DNA helicase; 0.54% of 240,000 active; Potency, µM (highest dose often 57.3 µM), for the others: at the top dose activity, negative = inhibition, actives largely listed as inhibitors; RECQ1 DNA unwinding, red fluorescence kinetic read; P46063; AID 2549;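 also: plate controls were vehicle for no effect and no enzyme for full effect; nearly all actives have a fitted effect of over 30% in size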
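RECQ1T1 50 nM; forked duplex (20 bp + 30-nt ss tails) 200 nM, ATP 2 mM final; pH 8.0, 2 mM MgCl2, 2.5 ug/ml poly(dI-dC); 15 min compound preincubation; discontinuous kinetic read over 2 h at RT.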
JMJD2E inh = JMJD2E (human) inhibition; B2RXH2; JMJD2E catalytic domain, FDH-coupled NADH fluorescence (FDH is formaldehyde dehydrogenase); Potency, µM (titrated, usually from 57.1 µM), for inactives: at the top dose activity change, negative = inhibition, most hits filed as inhibitors; 1.6% of 230,000 active; active = well fitted inhibition curve with a large enough effect, not every such curve was filed as active; inconclusive = small, poorly fitted or top-dose-only effect, or another doubt; inactive = no such curve, though single readings can be large or run the other way;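 also: 0% = wells with enzyme and -100% = buffer wells without enzyme; nearly all actives have a fitted effect of over 50% in size; many of its hits are not listed in these tables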
Target sequence (B2RXH2 1-337 limits assumed): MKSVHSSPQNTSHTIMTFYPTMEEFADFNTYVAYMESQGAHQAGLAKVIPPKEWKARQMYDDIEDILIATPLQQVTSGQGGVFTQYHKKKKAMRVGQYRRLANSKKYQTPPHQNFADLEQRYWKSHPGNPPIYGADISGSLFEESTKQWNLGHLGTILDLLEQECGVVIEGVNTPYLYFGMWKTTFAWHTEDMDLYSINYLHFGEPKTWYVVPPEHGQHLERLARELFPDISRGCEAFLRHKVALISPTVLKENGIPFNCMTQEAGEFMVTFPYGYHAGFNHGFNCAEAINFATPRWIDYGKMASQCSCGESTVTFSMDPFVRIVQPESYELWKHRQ
TRb SRC2 PPI = inhibitors of human thyroid hormone receptor beta-SRC2 interaction | P10828 | TRbeta-SRC2 peptide binding, fluorescence polarization; receptor liganded with 1 µM T3 | Potency, µM (titrated, usually from 106 µM), inactives show at the highest dose activity change, negative = inhibition, most hits filed as inhibitors | 0.065% of 280,000 active;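 also: plate controls were bound peptide for no effect and peptide without receptor for full effect; nearly all actives have a fitted effect of over 50% in size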
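Assay buffer: 20 mM Tris-HCl, 100 mM NaCl, 10% glycerol, 1 mM EDTA, 0.01% NP-40, 1 mM DTT, 1 uM T3, 5% DMSO; TRb LBD 0.6 uM, Texas Red SRC2 20 nM; FP after 5 hr.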
TexasRed fluor = counter-screen for TRb-SRC2 inhibitors: fluorescence interference. TRb/SRC2 Texas Red total fluorescence interference. Potency, µM (doses to about 106 µM), without a hit: at the highest dose fluorescence change, negative = quenching. 0.29% of 280,000 active; active = well fitted curve in either direction with a large enough effect; inconclusive = small, poorly fitted or top-dose-only effect
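Human TRb ligand-binding domain at 0.6 uM with 20 nM Texas Red SRC2 peptide in Tris buffer containing 1 uM T3 and 5% DMSO, incubated with compound 5 h at ambient temperature. Total fluorescence (555/632 nm) calculated as parallel + 2 × perpendicular.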
L3MBTL1 inh = blocks human L3MBTL1 | 0.66% of 230,000 active | Potency, µM (highest dose often 57.1 µM), inactives show at the top dose activity, negative = inhibition, usual class: inhibitors | Q9Y468 | AID 485360 | AlphaScreen L3MBTL1–H3K9me1 peptide binding; also: nearly all actives have a fitted effect of over 60% in size
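L3MBTL1 (50 nM) pre-complexed 30 min with biotinylated H3(1-15)K9me1 peptide (75 nM), then compounds added for 30 min at room temperature; AlphaScreen streptavidin donor/nickel chelate acceptor beads (10 ug/mL final) read after 30 min dark incubation.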
* hit, by the source's call; i = inactive; ? = inconclusive; nt = no result given; & = joins results of further samples; [ ] = dose if it differs, or a comment. Unless noted, calls follow the shape of the dose curve; as a rule, active = well fitted curve in the direction sought with a large enough effect; inconclusive = small, poorly fitted or top-dose-only effect, or another doubt; inactive = no such curve, though single readings can be large; an effect the other way counts as inactive or inconclusive. Unless noted, % is scaled to controls: 0 for no effect and ±100 for the full control effect; potency is read from the fitted curve at half-maximal effect. Some of the compounds tested; the hit share may differ from the screen's.

SMILES	Tau FP inhib	GoLoco inh red	Tau ThT inhib	RECQ1 inh	JMJD2E inh	TRb SRC2 PPI	TexasRed fluor	L3MBTL1 inh
CS(=O)(=O)c1ccc(C(=O)NCc2ccccc2F)cc1	4.9%	-1.2%	-12.3%	0.4%	-5.6%	-3.5%	-1.1%	nt
CSC1=C(C#N)C(c2sccc2C)CC(=O)N1 (centres undefined)	-8.0%	8.0%	-4.7%	2.9%	12.5%	2.5%	2.2%	1.9%
Cc1ccc(OCC(=O)O/N=C(\N)Cc2ccc([N+](=O)[O-])cc2)cc1C	8.1%	7.7%	nt	-12.4%	2.8%	-9.0%	2.2%	nt
O=C1CC(c2ccco2)CC(O)=C1C=NCC1CCNCC1 (centres undefined)	-14.8%	1.2%	?	i	10µM*	7.9%	-18.2%	2.4%
COc1cc(CNn2cn[nH]c2=S)cc(Br)c1OCc1ccccc1F	0.6%	16.3%	?	-10.8%	-7.5%	-4.0%	-7.0%	1.9%[11.4 µM]
COC(=O)c1cc(C(=O)Nc2cccc(C)n2)cc([N+](=O)[O-])c1	2.5%	-1.5%	-11.8%	i	-2.0%	-6.7%	-0.9%	1.5%
COc1ccc(/C(C)=N/Nc2nc3ccccc3n3cnnc23)cc1OC	5.4%	9.6%	?	i	0.6%	7.0%	-0.4%	7.9%
Clc1cccc(CSc2nncn3c2cc2sccc23)c1	?	nt	?	nt	nt	1.2%	-1.0%	nt
Cc1cccc(NC(c2ccccc2C)c2ccc3ccc(C)nc3c2O)n1 (centres undefined)	-4.9%	nt	?	nt	nt	8.6%	-6.3%	nt
CC(Cc1ccccc1)C(=O)NCCc1c[nH]c2ccccc12 (centres undefined)	?	2.7%	-20.9%	-0.4%	?	-2.8%	-8.8%	nt
CCOc1ccc(N2CC(C(=O)NCc3cccc(C)c3)CC2=O)cc1 (centres undefined)	3.0%	-2.3%	-14.2%	-1.1%	0.9%	8.4%	0.8%	-7.7%
COc1ccc(CNc2nc(NCc3ccc(OC)c(OC)c3)n(C(=O)c3cccs3)n2)cc1OC	2.2%	0.2%	-21.6%	-4.8%	-15.1%	3.9%	-0.5%	-17.0%
Cc1ccc(-c2nnc(-c3ccccc3)o2)cc1	6.3%	-7.3%	6.2%	-0.4%	-1.0%	1.1%	0.0%	-6.1%
C/C(CC(=O)NC(C)(C)C)=N\NC(=O)c1ccco1	7.2%	8.4%	1.1%	i	3.1%	1.8%	1.9%	4.1%
COC(=O)c1cc(NC(=O)Cc2cc(OC)c(OC)c(OC)c2)cc(C(=O)OC)c1	-7.7%	1.1%	-1.5%	-4.5%	?	-3.5%	2.4%	4.2%
O=C(CCCc1nc2ccccc2s1)Nc1ccc(N2CCOCC2)cc1	7.6%	-0.3%	?	-5.9%	-0.1%	1.5%	-2.1%	-13.7%
COc1ccc(C(C)(C)C)cc1NC(=O)COC(=O)C(C)C	1.3%	9.2%	-5.2%	i	-8.1%	0.9%	-1.0%	19.1%
O=S(=O)(c1ccc(Cl)cc1)N1CCCC(C(F)(F)F)C1 (centres undefined)	-8.0%	5.7%	16.7%	i	7.8%	2.8%	0.0%	5.4%
COc1ccc(C(=O)Nc2ccc(C(=O)OCC(=O)c3cccc4ccccc34)cc2)cc1	-0.1%	nt	-2.1%	0.1%	-0.7%	-6.5%	-5.8%	38.7%[activator]
COc1ccccc1N1C(=S)N=C(Nc2c(C)cccc2C)C12CCCC2	2.7%	1.9%	-14.1%	-8.6%	-5.5%	2.8%	-0.8%	-13.2%
NC(=S)c1ccc(C(N)=S)o1	-2.7%	4.5%	?	i	9.2%	0.4%	-5.0%	1.4%
COc1ccc(-c2cn3cccnc3n2)cc1NC(=O)Nc1cc(C)ccc1C	-3.3%	nt	?	nt	nt	-0.9%	?	-6.6%
O=C(O)C1Sc2[nH]c(=O)sc2C2c3cc(Br)ccc3OC(=O)C12 (centres undefined)	-8.9%	-4.8%	nt	9.1%	-17.5%	-0.1%	1.4%	nt
CCCCN(C(=S)NC(=O)c1ccccc1)c1c(N)n(Cc2ccccc2)c(=O)[nH]c1=O	-5.3%	10.5%	-15.1%	-7.0%	-0.4%	5.7%	-2.1%	-0.1%
Cc1cc(=O)n2nc(N3CCCC3C(=O)NCCCN3CC(C)CC(C)C3)sc2n1 (centres undefined)	7.0%	7.3%	-9.5%	1.7%	-0.7%	-4.8%	0.8%	nt
COc1ccc(CCNC(=O)c2cc(-c3ccc(C)c(C)c3)nc3ccccc23)cc1OC	-1.2%	nt	-0.1%	nt	nt	-5.6%	0.2%	nt
CC1CC1c1ccc(/C=C(\C#N)C(=O)Nc2ccc(Cl)cc2Cl)o1 (centres undefined)	-12.9%	5.6%	?	-0.7%	-22.2%	4.3%	0.5%	-12.7%
CC12CN(NC(=O)c3ccccc3F)C3(C#N)CC1CCC23C (centres undefined)	-2.4%	3.9%	1.7%	-2.4%	3.8%	3.7%	-0.6%	1.3%
O=C(NCCCn1ccnc1)C(=O)NCC1OCCCN1S(=O)(=O)c1ccc(F)cc1 (centres undefined)	5.0%	4.6%	0.5%	-0.6%	5.9%	2.6%	-1.4%	?
Oc1ccc(Br)cc1C=Nc1ccc2[nH]ncc2c1	-13.5%	-4.3%	?	-3.0%	?	1.4%	-0.7%	-3.7%
CCOc1ccc(-c2n[nH]c3c2C(c2cccs2)N(c2ccc(Br)cc2)C3=O)cc1 (centres undefined)	?	nt	-8.5%	nt	nt	2.8%	-3.2%	nt
CCN(CC)c1ccc(NC(=O)c2cc(OC)cc(OC)c2)c(C)c1	8.9%	-8.6%	?	-12.1%	-10.6%	3.6%	1.3%	-5.6%
COc1ccc(NC(=O)c2nn(C)cc2[N+](=O)[O-])cc1	-3.6%	-20.4%	-5.1%	3.0%	4.3%	0.7%	-3.2%	7.6%
COC(=O)c1ccc(S(=O)(=O)c2ccc(C(=O)OC)s2)s1	-7.6%	6.1%	5.9%	-0.3%	-4.2%	-5.4%	-3.1%	11.2%
CC1CCN(C(=O)CN(c2ccc(Cl)c(C(F)(F)F)c2)S(C)(=O)=O)CC1	4.2%	4.9%	0.5%	i	8.5%	-1.7%	0.6%	nt
Cc1cc(NC(=O)CSc2nc3ccccc3c(=O)n2Cc2ccc(F)cc2)no1	-5.6%	-5.5%	6.4%	-8.7%	8.7%	6.8%	-3.0%	1.8%
COc1ccc(-c2nnc(CSc3nc4ccccc4c(=O)n3C)o2)cc1OC	4.8%	7.7%	-16.7%	-0.5%	3.1%	-6.2%	-1.3%	nt
CCc1ccc(NC(=O)Cn2ncc3c4ccccc4n(C)c3c2=O)cc1	-12.0%&-13.2%	22.2%	?	4.7%	?	1.8%&-0.3%	0.3%&-1.8%	-2.8%
CC(=O)OCCNc1cc(N2CCN(C)CC2)c2noc3c2c1C(=O)c1ccccc1-3	?	217.9%[activator]	28.2µM*	-18.4%	-19.9%	44.7µM*	50.1µM*[fluorescent]	?
COc1ccccc1/C=C/CN1CCCC(CCC(=O)NCc2ccccc2F)C1 (centres undefined)	-7.5%	15.5%	-11.7%	-11.1%	-20.6%	0.6%	-1.1%	-15.9%
CC(C)(C)CC(C)(C)NC(=S)NC1CCN(Cc2ccccc2)CC1	2.9%	-1.3%	-5.4%	0.3%	2.3%	-3.3%	-1.7%	-10.0%
CN1C(=O)NC(NS(=O)(=O)c2ccc(N)cc2)(C(F)(F)F)C1=O (centres undefined)	0.0%	-10.1%	-5.6%	7.1%	5.8%	7.2%	0.0%	9.1%
CCOC(=O)C1=C(O)C(Nc2nccs2)(C(F)(F)F)N=C1C (centres undefined)	1.8%	-1.2%	-5.9%	-2.3%	-15.2%	1.6%	0.0%	6.4%
COc1ccc(S(=O)(=O)N2CCN(C(=O)CCC3CCCC3)CC2)cc1	2.1%	1.6%	-4.1%	i	8.5%	-0.6%	-4.7%	nt
COC(=O)c1ccc(/C=C/C(=O)O)cc1	-6.2%	-9.4%	0.0%	-3.7%	5.0%	5.7%	-1.2%	1.3%
CCCCn1c(=O)c(-c2ccccc2)c(O)c2ccccc21	2.1%	-3.2%	2.0%	i	-18.0%	0.9%	0.9%	-1.9%
Cc1ccccc1CS(=O)(=O)c1nnc([C@H](Cc2ccccc2)NC(=O)OC(C)(C)C)o1	-1.6%	-17.1%	15.0%	i	8.4%	?	2.3%	nt
CCCCC(CC)CNS(=O)(=O)c1ccc2c(c1)CCN2C(=O)CCC(=O)O (centres undefined)	1.2%	14.0%	-6.6%	-6.1%	3.0%	7.6%	-0.6%	3.7%
CCCCn1c(=O)c2c(O)cc(=O)oc2c2ccccc21	5.1%	22.0%	-21.1%	-12.6%	-1.8%	5.3%	-2.4%	-6.0%
Cc1cc(Br)ccc1NC(=O)c1coc(=O)c2ccccc12	?	nt	-3.6%	nt	nt	1.2%	?	nt
CCOC(=O)c1[nH]c2c(c1C)C(=O)CC(c1ccc(OC)c(OC)c1)C2 (centres undefined)	0.0%	1.9%	-6.8%	i	1.2%	-5.0%	-2.1%	3.6%
COC(=O)[C@@]1(Cc2ccc(F)cc2)[C@H]2c3cc(C(=O)N(C)C)n(CCc4ccc(OC)c(Br)c4)c3C[C@H]2CN1C(=O)c1ccccc1	7.7%&8.7%	11.0%&-2.9%	-22.6%&-10.4%	?	4.7%&-1.3%	4.3%&-2.7%	-0.2%&-3.3%	-4.5%
CN(C(=O)c1ccc(S(=O)(=O)c2cccc(Cl)c2)c([N+](=O)[O-])c1)C1CCCCC1	17.3%	5.4%	?	-5.9%	1.4%	-9.6%	-0.5%	5.1%

Only RECQ1 inh, GoLoco inh red and JMJD2E inh, for two of the compounds above:
| structure | RECQ1 inh | GoLoco inh red | JMJD2E inh |
| --- | --- | --- | --- |
| CN1C(=O)NC(NS(=O)(=O)c2ccc(N)cc2)(C(F)(F)F)C1=O (centres undefined) | 7.1% | -10.1% | 5.8% |
| CCOC(=O)C1=C(O)C(Nc2nccs2)(C(F)(F)F)N=C1C (centres undefined) | -2.3% | -1.2% | -15.2% |
